# Screening data from PubChem BioAssay.
# EPAC1 agonist = qHTS for Agonist of cAMP-regulated guanine nucleotide exchange factor 3 (EPAC1): primary screen; EPAC1 agonist qHTS, biochemical assay; response scale: 100% = response to 6.5 mM cAMP; Potency, µM (doses to about 154 µM), without a hit: at the top dose activation, actives largely listed as activators; 360,000 tested, 0.073% active; note: potency is the fitted concentration of half-maximal effect; nearly all actives have a fitted effect of over 60% in size
#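 Normalized to 6.5 mM cAMP, activity reflects EPAC1-catalysed release of BODIPY-GDP from Rap1B, followed kinetically over 30 min at 480 nm excitation, 540 nm emission. Reaction contained 100 nM EPAC1, 250 nM Rap1B-BODIPY-GDP, 50 uM GDP.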
# PI5P4K alpha inh = qHTS for Inhibitors of phosphatidylinositol 5-phosphate 4-kinase (PI5P4K). PI5P4Kalpha enzyme, ADP-Glo luminescence, 60 min; active compounds read low. max response, %. 330,000 tested, 1.2% active; active = max response of -50% or lower; inconclusive = between -30% and -50%; inactive = -30% or higher; note: value at the top dose of about 77 µM; % is set by controls: 0 for no effect and ±100 for the full control effect
# Target sequence (P48426 whole entry, looked up): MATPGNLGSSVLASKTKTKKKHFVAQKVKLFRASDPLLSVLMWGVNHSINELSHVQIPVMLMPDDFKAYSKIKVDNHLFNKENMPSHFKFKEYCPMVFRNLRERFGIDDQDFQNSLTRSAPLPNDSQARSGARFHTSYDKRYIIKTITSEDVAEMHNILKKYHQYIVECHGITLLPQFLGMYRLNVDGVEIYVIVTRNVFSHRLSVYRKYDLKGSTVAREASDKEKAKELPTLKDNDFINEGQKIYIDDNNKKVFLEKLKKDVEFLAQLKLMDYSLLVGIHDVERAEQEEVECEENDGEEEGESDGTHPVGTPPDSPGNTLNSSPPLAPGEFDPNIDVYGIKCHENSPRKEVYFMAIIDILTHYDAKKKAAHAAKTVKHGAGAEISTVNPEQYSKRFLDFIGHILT
#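 ADP-Glo luminescence end-point after a 60 min room-temperature kinase reaction. PI5P4Kalpha and substrate in HEPES pH 7.4 buffer with EGTA, 0.1% CHAPS and 5% DMSO; ATP at 5 microM final.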
# IL2 activator = qHTS of IL-2 Activators. activation, % (series mostly up to about 46 µM). 360,000 tested, 0.065% active. IL-2 activation reporter assay, cell-based qHTS; stimulated with anti-CD3/CD4/CD28 beads; in transgenic mouse T cells; in the data active = activation above about 50%; inconclusive = mostly about 30% to 49%; note: 0% is about no effect
#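 Using fluorescent plate cytometry, EGFP and DsRed are detected in transgenic mouse T cells stimulated 18 h at 37 degrees C with antibody-coated beads after 60 min compound pretreatment.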
# EPAC2 ag = qHTS for Agonist of cAMP-regulated guanine nucleotide exchange factor 4 (EPAC2): primary screen; Potency, µM (highest dose often 154 µM), for the others: at the top dose activation, usual class: activators; AID 720711, 2013; 360,000 tested, 0.079% active; EPAC2 activation, biochemical qHTS; response scale: 100% = 6.5 mM cAMP response; note: potency is the fitted concentration of half-maximal effect; nearly all actives have a fitted effect of over 50% in size
#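 Exchange assay: 100 nM EPAC2 with 250 nM Rap1B-BODIPY-GDP and 50 uM GDP. Fluorescence (ex 480/em 540 nm) read every 5 min for 30 min at room temperature. Data normalized to 6.5 mM cAMP as agonist control.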
# CCT modulator = High-Throughput Screening for Modulators of Cytosolic Chaperonin Activity; AID 651819, 2012; 360,000 tested, 0.3% active; activity change, % (no concentration beside the values), hits read low; purified chaperonin ATPase assay, HTRF ADP detection, 30 min; in the data active = activity change below about -30%; note: % is set by controls: 0 for no effect and ±100 for the full control effect
#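 Nucleotide hydrolysis assay: TRiC at 20–40 nM final (set by batch activity) with 10 uM ATP, 30 min at 37 °C, in presence of 76 uM compound. Detection by competitive ADP HTRF, 30 min ambient.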
# EPAC1 antag = qHTS for Antagonist of cAMP-regulated guanine nucleotide exchange factor 3 (EPAC1): primary screen | Rap guanine nucleotide exchange factor 3 (Homo sapiens), O95398 | EPAC1 GEF assay, Rap1b-BODIPY-GDP exchange fluorescence | Potency, µM (highest dose often 115 µM), without a hit: at the highest dose activity change, negative = inhibition, actives largely listed as inhibitors | 360,000 tested, 0.14% active;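 note: potency is the fitted concentration of half-maximal effect; plate controls were vehicle for no effect and positive control for full effect; nearly all actives have a fitted effect of over 50% in size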
# WRN inhibitor = qHTS for Inhibitors of WRN Helicase; Bifunctional 3'-5' exonuclease/ATP-dependent helicase WRN (Homo sapiens), Q14191; WRN helicase unwinding, fluorescent forked duplex, kinetic; Potency, µM (titrated, usually from 114 µM), for inactives: at the top dose activity change, negative = inhibition, actives largely listed as inhibitors; 360,000 tested, 0.46% active; note: potency is the fitted concentration of half-maximal effect; % is set by controls: 0 for no effect and ±100 for the full control effect; nearly all actives have a fitted effect of over 55% in size
#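 WRN at 20 nM final was preincubated with compound for 15 min at room temperature; reaction started with 100 nM forked duplex oligonucleotide carrying fluorophore and quencher plus 2 mM ATP (final). Unwinding followed kinetically by red fluorescence (ex 525/em 598 nm).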
# PLK1 PBD inh = qHTS for Inhibitors of PLK1-PDB (polo-like kinase 1 - polo-box domain): Primary Screen; AID 720504, 2013; 360,000 tested, 2.8% active; Plk1 PBD binding of FITC phosphopeptide, fluorescence polarization; Serine/threonine-protein kinase PLK1 (Homo sapiens), P53350; Potency, µM, for the others: max response, negative = inhibition, actives largely listed as inhibitors; note: potency is the fitted concentration of half-maximal effect; series mostly up to about 57 µM; % is set by controls: 0 for no effect and ±100 for the full control effect; nearly all actives have a fitted effect of over 65% in size
# Target sequence (P53350 whole entry, looked up, the tested form may be a part): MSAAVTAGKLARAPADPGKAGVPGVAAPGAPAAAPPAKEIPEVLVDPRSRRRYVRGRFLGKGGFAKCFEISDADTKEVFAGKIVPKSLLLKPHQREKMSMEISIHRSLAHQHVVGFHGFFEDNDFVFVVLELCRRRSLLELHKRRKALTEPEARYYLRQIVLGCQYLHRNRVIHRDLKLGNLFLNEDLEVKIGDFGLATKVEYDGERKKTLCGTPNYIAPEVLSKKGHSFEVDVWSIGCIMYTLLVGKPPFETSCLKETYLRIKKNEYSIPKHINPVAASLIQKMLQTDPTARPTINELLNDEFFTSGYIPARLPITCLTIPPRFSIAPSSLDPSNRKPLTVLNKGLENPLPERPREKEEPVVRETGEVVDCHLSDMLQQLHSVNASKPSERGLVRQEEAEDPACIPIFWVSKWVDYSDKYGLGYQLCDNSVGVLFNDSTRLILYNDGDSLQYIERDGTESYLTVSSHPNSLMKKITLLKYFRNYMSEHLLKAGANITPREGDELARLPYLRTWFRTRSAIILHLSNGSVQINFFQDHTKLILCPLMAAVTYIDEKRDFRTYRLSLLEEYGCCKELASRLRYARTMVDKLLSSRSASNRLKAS
# An asterisk follows results filed as active; ? = inconclusive; . = not tested or not shown; [ ] = another dose, or the depositor's remark. Unless noted, calls come from the whole dose curve; as a rule, active = well fitted curve in the direction sought with a large enough effect; inconclusive = small, poorly fitted or top-dose-only effect, or another doubt; inactive = no such curve, though single readings can be large; an effect the other way counts as inactive or inconclusive. A portion of the library. The share of hits here may be higher or lower than overall.
# Sequence of screens – EPAC1 agonist	PI5P4K alpha inh	IL2 activator	EPAC2 ag	CCT modulator	EPAC1 antag	WRN inhibitor	PLK1 PBD inh
CCCc1nnc(NC(=O)CCC(=O)O)s1
→ -12%	5	-1.1	0%	-0.5	-1%	4%	-3%
COc1ccnc(CSC(N)=Nc2ccccc2C(F)(F)F)c1
→ -8%	1	-4.9	12%	-1.0	-18%	-5%	-10%
CCCN(C(=O)CSc1ncnc2sccc12)c1c(N)n(Cc2ccccc2)c(=O)[nH]c1=O
→ 0%	-17	0.0	-11%	-0.6	2%	1%	3%
N#Cc1c(Nc2ccccc2)sc(C(=O)C2CC2)c1N
→ 9%	-3	-0.2	11%	-3.0	11%	-3%	-4%
Clc1cccc(-c2cc3nc4c(c(N5CCOCC5)n3n2)CCCC4)c1
→ 21%	.	-0.3	18%	-0.5	-12%	-21%	0%
Cc1cc(C(=O)O)oc(=O)c1
→ 2%	-3	-1.9	5%	1.4	5%	-11%	1%
CC(=O)C1=CCC(c2ccc(C(C)C)cc2)N(S(=O)(=O)c2ccc(C)cc2)C1 (configuration not stated)
→ -5%	17	-0.6	8%	-0.3	-10%	-9%	5%
O=C(N/N=C/c1cccc([N+](=O)[O-])c1O)C(O)(c1ccccc1)c1ccccc1
→ -5%	-12	0.0	3%	0.0	-4%	-5%	-7%
CCn1c(=O)cc(SCC(=O)N2CCN(c3ccccc3F)CC2)c2ccccc21
→ 4%	.	-1.2	0%	-2.5	-1%	-3%	-1%
CC(C)(C)OC(=O)NCCCC[C@H](NC(=O)c1nc[nH]c1C(=O)NCC(=O)OCc1ccccc1)C(=O)OC(C)(C)C
→ -13%	8	-5.9	1%	-3.0	?	-7%	-9%
CCOc1ccc(NC(=O)Nc2ccc3c(c2)CCC3)cc1
→ -8%	-3	-3.9	9%	0.6	-14%	1%	-8%
Nc1ncnc2c1ncn2[C@@H]1O[C@H](CNS(=O)(=O)CCCCl)[C@@H](O)[C@H]1O
→ 1%	-1	0.5	11%	-1.6	6%	-8%	-15%
CC(=O)C1C(c2ccc(Br)cc2)c2c(noc2C)CC1(C)O (configuration not stated)
→ 5%	2	-0.7	6%	0.7	1%	-16%	-4%
CCCCNC(=O)C1CCN(Cc2ccccn2)CC1
→ -1%	1	-0.9	-1%	-2.5	-3%	4%	?
COc1cc(OC)cc(C(=O)N[C@H](C(=O)Nc2ccc(NC(C)=O)cc2)C(C)C)c1
→ -10%	6	0.2	-8%	1.1	-3%	3%	-1%
COc1ccccc1OCCNC(=O)C1CC(=O)N(c2ccc3c(c2)OCCO3)C1 (configuration not stated)
→ -1%	-3	-2.5	4%	0.6	12%	6%	0%
N#C/C(=C\c1cc(Cl)cc(Cl)c1O)C(=O)NC1CCCCC1
→ 5%	.	-2.8	13%	-0.3	4%	?	-17%
O=C(NCc1ccc(F)cc1)c1cccc2c1C(=O)c1ccc(N3CCOCC3)cc1S2(=O)=O
→ ?	-3	1.3	?	-0.4	?	-10%	?
COc1ccc(S(=O)(=O)N2CCC(C(=O)NN3CCCCC3)CC2)cc1
→ 6%	2	0.8	29%	-0.1	-1%	2%	-9%
CC1=C(C(=O)Nc2ccccn2)C(c2ccccc2)n2ncnc2N1 (configuration not stated)
→ 10%	1	-0.1	0%	0.3	-10%	2%	-2%
COc1ccc(-c2csc(NC(=S)NC(=O)c3ccccc3)n2)cc1Br
→ 4%	0	-0.5	7%	0.8	3%	-6%	-3%
CCCCOC(=O)Nc1nc2ccc(OC)cc2s1
→ 4%	.	0.1	3%	0.8	20%	0%	-5%
O=C(c1nsnc1-c1ccccc1O)N1CCCCC1
→ -1%	1	-2.0	1%	-1.0	-7%	3%	-6%
O=C(O)c1cc(S(=O)(=O)Nc2ccc3cn[nH]c3c2)ccc1O
→ -8%	-14	1.9	4%	-1.0	-15%	6%	0%
CCn1cc(S(=O)(=O)CC(=O)Nc2ccc(C)cc2)c2ccccc21
→ 10%	-1	-0.5	-3%	-1.6	-5%	12%	-7%
Clc1ccccc1-c1nnc(-c2ccc3c(c2)OCO3)o1
→ -13%	1	-3.3	3%	1.0	9%	6%	4%
COc1cc(NC(=S)N2CCCC(C)C2)c(OC)cc1Cl (configuration not stated)
→ 2%	-8	-0.3	6%	0.2	10%	2%	19µM*
C#CCn1c(=O)cc(C)c2ccccc21
→ 11%	-8	-0.1	20%	-2.3	-19%	0%	-19%
COc1ccc(C(=O)N2CCCC(c3nc(-c4ccc(C)o4)no3)C2)cc1OC (configuration not stated)
→ -7%	2	-0.2	2%	-1.1	12%	0%	-4%
Cn1cncc1C#Cc1ccc2cc(CCO)oc(=O)c2c1
→ 3%	1	-0.2	2%	-2.0	-9%	-2%	-11%
Cc1cc(C)c(C(=O)COC(=O)c2c(C)noc2C)cc1C
→ -5%	-1	-0.6	26%	-0.2	-13%	1%	-6%
Cc1ccc(OCC(=O)Nc2c(C)nn(-c3ccccc3)c2C)c(Br)c1
→ 0%	-2	-1.0	10%	-1.7	-8%	-1%	-1%
O=S1(=O)c2ccc(Br)cc2N2CCC[C@H]2CN1Cc1ccccc1
→ 5%	2	-0.9	15%	0.1	1%	2%	-6%
Cc1ccc(NC(=O)c2ccc(F)cc2F)cc1NS(C)(=O)=O
→ -12%	-3	-0.7	13%	-0.6	18%	6%	1%
O=C1C=CC(=O)C(C2=C3C(=O)N(CCc4ccccc4)CC(=O)N3CCC2)=C1
→ 14%	-72*	-4.6	-2%	-1.4	-11%	40µM*	?
COC(=O)C1=CN(c2c(C)cc(C)cc2C)C(N)=C(C#N)C1c1ccccc1 (configuration not stated)
→ 9%	-4	0.4	11%	.	-11%	-5%	-6%
CCN(CC)c1ccc2cc(C(=O)c3cccs3)c(=O)oc2c1
→ 56µM*	-11	11	79µM*	-2.1	322%[activator]	-25%	?
CC1CCCN(S(=O)(=O)c2ccc3[nH]c4c(c3c2)CCCC4)C1 (configuration not stated)
→ 1%	2	-0.9	12%	-0.9	?	-12%	?
O=C(Cc1ccccc1)Nc1nc2ccccc2s1
→ -3%	8	1.0	3%	1.6	-3%	-4%	-17%
CCOC(=O)N1CCN(C(=O)c2cc(OC)cc(OC)c2)CC1
→ 9%	.	3.0	8%	-2.0	-5%	0%	-17%
Cc1cccc(NC(=O)CSc2ccc(-c3ccco3)nn2)c1C
→ -8%	-2	-1.7	-2%	3.5	?	?	-14%
CC(=O)C1=C(c2ccccc2)NC(=O)NC1c1cccs1 (configuration not stated)
→ 9%	3	0.1	-8%	-1.3	2%	-32%	-7%
CSc1nnc2c3c4c(sc3c(=O)n(-c3ccccc3)n12)CC(C)(C)OC4
→ -3%	8	-0.1	-4%	-4.0	6%	3%	-3%
CCN(CC)c1ccc(NS(=O)(=O)c2ccc(OC)cc2)cc1
→ -1%	1	2.1	4%	-1.6	1%	13%	-2%
CC(=O)OCC(=O)[C@@]1(OC(C)=O)[C@@H](C)C[C@H]2[C@@H]3C[C@H](F)C4=CC(=O)C=C[C@]4(C)[C@@]3(F)[C@@H](O)C[C@@]21C
→ -13%	1	-0.7	2%	-2.8	-14%	1%	-20%
COc1cc(CNc2ncnc3c2ncn3[C@H]2CN(Cc3cccc(C(F)(F)F)c3)C[C@@H](COC(C)=O)O2)cc(OC)c1OC
→ -20%	8	-0.5	-5%	-0.2	-14%	-9%	6%
CCOC(=O)c1ccc(NC(=S)N2CCC(C(N)=O)(N3CCCCC3)CC2)cc1
→ 2%	-7	-0.5	9%	-3.6	-22%	-3%	-17%
O=C(NCCS(=O)(=O)N1CCCC1)c1ccccc1
→ 6%	1	0.7	11%	0.7	-11%	3%	-5%
COc1ccc(/C=C/c2nnc(NC(=O)CSc3ccc(Cl)cc3)s2)cc1
→ 6%	-17	7.2	5%	-2.4	-9%	-34%[57.1 µM]	-8%
CN1C(=O)c2cccc3c(S(=O)(=O)NCCc4ccccc4)ccc1c23
→ 1%	-8	0.5	5%	-0.2	-15%	-4%	-3%
O=C(COC(=O)c1cc(Br)ccc1O)NCCC1=CCCCC1
→ -10%	3	-0.8	1%	-0.2	-1%	7%	-2%
O=C(CSc1nnc(-c2ccc(O)cc2)n1Cc1ccco1)N1CCc2ccccc2C1
→ 14%	.	-0.2	12%	-1.6	-4%	-24%	-5%
Clc1ccccc1-c1nc2ccccc2c2nc3ccccc3n12
→ -2%	0	0.0	9%	1.1	-13%	-2%	-7%
CCCS(=O)(=O)NC(=O)C1(C)CCCN(C(=O)CCc2cccs2)C1 (configuration not stated)
→ 2%	0	0.2	6%	-0.6	-9%	1%	-1%
CC12CC(c3ccccc3O1)N(C(=O)c1ccco1)C(=S)N2c1ccc(F)cc1 (configuration not stated)
→ 6%	-2	-1.5	5%	-0.6	-3%	-5%	9%
O=C(CN(Cc1cccs1)C(=O)CNS(=O)(=O)c1ccc(F)cc1)NCC1CCCO1 (configuration not stated)
→ -3%	4	-0.3	2%	3.0	0%	-6%	-15%
Cc1cccc(C)c1NC(=O)C1c2ccccc2OCC(=O)N1C1CC1 (configuration not stated)
→ 1%	-1	-0.7	0%	0.4	-7%	1%	-1%
Cc1cc(N2CCCC2)nc2c(C)cccc12
→ 6%	4	0.5	15%	1.7	-26%	4%	-4%
Cc1cc(/C([O-])=C(/C(=S)Nc2ccccc2)[n+]2ccccc2)c(C)n1-c1ccccc1
→ -2%	-2	-0.9	5%	-0.2	2%	-6%	-10%

# Random excerpt: 2 compounds from above, in no set order.
# Sequence of screens – EPAC1 agonist	PI5P4K alpha inh	IL2 activator	EPAC2 ag	CCT modulator	EPAC1 antag	WRN inhibitor	PLK1 PBD inh
Cc1cc(N2CCCC2)nc2c(C)cccc12
→ 6%	4	0.5	15%	1.7	-26%	4%	-4%
N#C/C(=C\c1cc(Cl)cc(Cl)c1O)C(=O)NC1CCCCC1
→ 5%	.	-2.8	13%	-0.3	4%	?	-17%
